# Compound activity deposited in PubChem by NCI.
# Growth percent in the NCI-60 one-dose screen (48 h, 10 µM unless noted): 100 = growth as untreated, 0 = no growth, -100 = all killed.
# OVCAR-4 – OVCAR-4 ovarian cancer cells | actives 3.7% (n = 80,000)
# OVCAR-8 – OVCAR-8 ovarian cancer; actives 4.4% (n = 81,000); AID 1794782
# U251 – U251 CNS tumor cells; actives 5.4% (n = 80,000); AID 1794753
# DU-145 – DU-145 prostate cancer; AID 1794760; actives 4.2% (n = 81,000)
# OVCAR-3 – OVCAR-3 ovarian cancer | actives 7% (n = 79,000) | AID 1794787
# SF-268 – SF-268 CNS cancer cells | AID 1794759 | actives 3.1% (n = 82,000)
# SK-OV-3 – SK-OV-3 ovarian cancer cells; actives 3.2% (n = 80,000); AID 1794785
# OVCAR-5 – OVCAR-5 ovarian cancer | AID 1794783 | actives 2.9% (n = 82,000)
# PC-3 – PC-3 prostate cancer cells. AID 1794754. actives 3.9% (n = 80,000)
# Active calls of the source: *; · = no result given; & = joins results of further samples; [ ] = remark or other dose. Rule for the calls: active = growth percent below 10; inactive = the rest.
SMILES,OVCAR-4,OVCAR-8,U251,DU-145,OVCAR-3,SF-268,SK-OV-3,OVCAR-5,PC-3
O=C1c2ccc([N+](=O)[O-])cc2C(=O)N1C1c2ccccc2Oc2ccccc21,104,107,103,103,112,103,95,107,88
O=c1[nH]nc(-c2ccc(Cl)cc2)cc1Cc1ccc(O)cc1,113,90,111,113,107,97,100,115,97
CCN(CC)C(=O)c1ccc(Cc2n[nH]c(=O)c3cccnc23)cc1,104,105,107,113,111,103,102,86,97
Cc1ccccc1-n1nnc(C(=O)Nc2ccc3cc(CN4CCNCC4)ccc3n2)c1C,54,90,67,84,78,97,98,101,54
O=C1c2cccc3cccc(c23)C(=O)N1CCCCCCCCCCN1C(=O)c2cccc3cccc(c23)C1=O,95,104,100,123,109,100,105,106,103
O=C(Nc1ccc(S(=O)(=O)Nc2cscn2)cc1)c1cccs1,103,106,102,114,117,114,117,112,114
CC(=O)Nc1cccc(Cl)c1,108&115,104&103,101&116,105&109,104&114,100&113,104,107&107,89&93
CN1CCN(c2ccc3c4c(cccc24)C(=O)N(c2cccc(-c4nn(-c5ccccc5)cc4-c4nc5ccccc5s4)c2)C3=O)CC1,103,95,68,58,118,100,135,122,91
Nc1nc(N)nc(N/C=C/C(=O)O)n1,112,100,104,103,117,104,100,95,95
CCOC(=O)c1nc2cc(C#N)ccn2c1C(=O)c1ccc(OC)cc1,104,92,97,111,104,98,102,109,94
COC(=O)CC1(CC(=O)OC)OCCO1,119,103,100,102,100,100,101,108,102
CC(=O)NNC(=O)c1ccc(C(=O)O)cc1,116,100,106,112,116,102,104,118,90
COc1ccc(/C=C2\N=C3Sc4cc(Cl)ccc4C(=O)N3C2=O)cc1,103,95,·,110,104,106,98,98,85
Nc1nc(-c2ccccc2Cl)nn1-c1nc2ccccc2s1,106,104,103,108,116,100,·,98,107
N#Cc1c(-c2ccc(Cl)cc2)nc2c(c(-c3ccccc3)nn2-c2ccccc2)c1-c1ccc2c(c1)OCO2,105,101,98,104,104,99,104,96,105
Cc1ccc(S(=O)(=O)Nc2ccc3ncccc3c2)cc1,82,85,92,99,70,83,79,94,87
COc1ccc(Nc2ncccc2C(=O)NCc2cn(Cc3ccc(F)cc3)nn2)cc1,108,102,99,107,94,95,98,115,87
Fc1cccc(/C=N/Nc2nc(N/N=C/c3cccc(F)c3)nc(N3CCOCC3)n2)c1,99,91,76,60,81,95,118,104,76
CCOCC(C)C(OCC)OCC (stereo not given),98,100,·,111,107,116,109,106,110
O=C(NCc1ccc(F)cc1)c1cccc(S(=O)(=O)N2CCCC2)c1,103,109,98,112,104,122,109,126,95
CC12CCCC1C1CC=C3CC(O)CCC3(C)C1CC2 (stereo not given),100,99,97,128,113,95,110,84,97
O=C1NC(=O)C(Cn2c(-c3ccccc3)nc3ccccc32)C(=O)N1,100,101,98,106,101,98,99,103,96
COc1cccc(Sc2nc(N)nc3c2CCN(Cc2ccc(OC)cc2OC)C3)c1,72,72,85,115,91,103,104,96,69
CCCCCC(=O)C(=O)c1ccc(O)cc1O,100,110,99,109,116,118,118,103,·
c1csc(-c2nn[nH]n2)c1,100,95,97,104,100,93,97,106,100
Cc1cc(C#Cc2ccc(C(C)(C)C)cc2)ccc1-n1c(/C=C/c2cccc(Cl)c2)nc2ccccc2c1=O,116,120,109,116,100,98,99,99,89
CCc1ncc(C(O)c2ccc(Cl)cc2)n1Cc1ccccc1 (stereo not given),·,100,95,111,97,108,97,97,68
COc1ccc(-c2ncnc3c2ncn3C/C=C/Cn2cnc3c(-c4ccc(OC)cc4)ncnc32)cc1,115,97,98,114,96,94,110,93,87
O=C(c1ccc(O)cc1)c1ccc(C(=O)c2ccc(O)cc2)cc1,61,66,82,105,101,114,104,101,87
CCOC(=O)C(=O)CC(=O)c1ccccc1,104,101,93,102,106,97,111,95,89
N=C(N)N=Nc1ccc(O)cc1,69[100 µM],37[100 µM],40[100 µM],80[100 µM],68[100 µM],78[100 µM],106[100 µM],116[100 µM],38[100 µM]
O=C(O)C1C2CCCCC2=C2CCCCC2C1C(=O)Nc1nccs1 (stereo not given),116,99,46,106,109,101,97,113,108
O=C1C(C2SC(=S)N(C3CC3)C2=O)SC(=S)N1C1CC1 (stereo not given),96,100,97,106,103,94,113,96,95
COc1ccc(C(=O)c2oc3nc(-c4cccnc4)cc(-c4ccc(OC)c(OC)c4)c3c2N)cc1,108,97,90,102,101,96,·,105,92
C=C(C)[C@@H]1CC[C@]2(C(=O)Nc3ccc(S(=O)(=O)c4ccc(NCCC#N)cc4)cc3)CC[C@]3(C)[C@H](CC[C@@H]4[C@@]5(C)CCC(=O)C(C)(C)[C@@H]5CC[C@]43C)[C@@H]12,·,99[100 µM],74[100 µM],101[100 µM],114[100 µM],102[100 µM],58[100 µM],88[100 µM],75[100 µM]
C=C(C)[C@@H]1CC[C@]2(C(=O)NCCN(CCNC(=O)C(Cl)Cl)CCNC(=O)C(Cl)Cl)CC[C@]3(C)[C@H](CC[C@@H]4[C@@]5(C)CC[C@H](OC(C)=O)C(C)(C)[C@@H]5CC[C@]43C)[C@@H]12,59,70,63,73,70,71,93,100,44
CCCSc1nc(Nc2ccc(C(C)=O)cc2)c(C#N)c(-c2ccccc2)n1,114,103,104,115,126,118,106,114,105
NCC(c1ccccc1)c1ccccc1,107,98,99,108,108,105,92,·,87
COc1cc(OC)c(/C=C/C(=O)c2c(O)cc(OC)c(C3CCN(C)CC3)c2OC)c(OC)c1,19,1.2*,-86*,-36*,-51*,-71*,-80*,-30*,-16*
NCc1cc(Br)cc(Br)c1O,95,93,82,97,90,72,100,·,88
CCOC(=O)/C(C#N)=N/Nc1cccc2c1C(=O)c1ccccc1C2=O,96,99,105,106,107,99,87,108,102
CC(=O)N(c1ccccc1)c1nc2ccccc2s1,96,105,105,101,104,104,101,88,100
C[n+]1c2ccccc2c(Nc2ccc(NS(=O)(=O)CCCCN=C(N)N)cc2)c2ccc(N)cc21,73,54,30,24,68,40,51,72,48
Clc1nc(-c2csc(-c3cccs3)n2)cc2ccccc12,96,93,71,116,87,92,89,112,88
O=C(Nc1ccc2c(O)cc(S(=O)(=O)O)cc2c1)c1ccccc1,106,90,89,100,106,93,91,97,77
Cc1ccc(S(=O)(=O)N2CC=C3C(=C(c4ccccc4)c4ccccc43)C2)cc1,90,81,87,95,98,90,93,106,67
CC1(C)C(=O)/C(=C\c2ccco2)C[C@]2(C)[C@H]3C(=O)C=C4[C@@H]5C[C@](C)(C(=O)N6CCNCC6)CC[C@]5(C)CC[C@@]4(C)[C@]3(C)CC[C@@H]12,110,101,103,115,115,105,97,105,98
COc1ccc(-c2nnc(Nc3ccc(Br)cc3)o2)cc1OC,93,101,95,115,108,103,99,98,89

# A draw from above in order of number of heavy atoms, ascending:
SMILES,OVCAR-4,OVCAR-8,U251,DU-145,OVCAR-3,SF-268,SK-OV-3,OVCAR-5,PC-3
NCc1cc(Br)cc(Br)c1O,95,93,82,97,90,72,100,·,88
N=C(N)N=Nc1ccc(O)cc1,69[100 µM],37[100 µM],40[100 µM],80[100 µM],68[100 µM],78[100 µM],106[100 µM],116[100 µM],38[100 µM]
NCC(c1ccccc1)c1ccccc1,107,98,99,108,108,105,92,·,87
CCOC(=O)C(=O)CC(=O)c1ccccc1,104,101,93,102,106,97,111,95,89
CC(=O)N(c1ccccc1)c1nc2ccccc2s1,96,105,105,101,104,104,101,88,100
Clc1nc(-c2csc(-c3cccs3)n2)cc2ccccc12,96,93,71,116,87,92,89,112,88
COc1ccc(-c2nnc(Nc3ccc(Br)cc3)o2)cc1OC,93,101,95,115,108,103,99,98,89
O=C(Nc1ccc2c(O)cc(S(=O)(=O)O)cc2c1)c1ccccc1,106,90,89,100,106,93,91,97,77
O=C(O)C1C2CCCCC2=C2CCCCC2C1C(=O)Nc1nccs1 (stereo not given),116,99,46,106,109,101,97,113,108
CCCSc1nc(Nc2ccc(C(C)=O)cc2)c(C#N)c(-c2ccccc2)n1,114,103,104,115,126,118,106,114,105
Cc1ccc(S(=O)(=O)N2CC=C3C(=C(c4ccccc4)c4ccccc43)C2)cc1,90,81,87,95,98,90,93,106,67
COc1cc(OC)c(/C=C/C(=O)c2c(O)cc(OC)c(C3CCN(C)CC3)c2OC)c(OC)c1,19,1.2*,-86*,-36*,-51*,-71*,-80*,-30*,-16*
C[n+]1c2ccccc2c(Nc2ccc(NS(=O)(=O)CCCCN=C(N)N)cc2)c2ccc(N)cc21,73,54,30,24,68,40,51,72,48
COc1ccc(C(=O)c2oc3nc(-c4cccnc4)cc(-c4ccc(OC)c(OC)c4)c3c2N)cc1,108,97,90,102,101,96,·,105,92
CC1(C)C(=O)/C(=C\c2ccco2)C[C@]2(C)[C@H]3C(=O)C=C4[C@@H]5C[C@](C)(C(=O)N6CCNCC6)CC[C@]5(C)CC[C@@]4(C)[C@]3(C)CC[C@@H]12,110,101,103,115,115,105,97,105,98
C=C(C)[C@@H]1CC[C@]2(C(=O)Nc3ccc(S(=O)(=O)c4ccc(NCCC#N)cc4)cc3)CC[C@]3(C)[C@H](CC[C@@H]4[C@@]5(C)CCC(=O)C(C)(C)[C@@H]5CC[C@]43C)[C@@H]12,·,99[100 µM],74[100 µM],101[100 µM],114[100 µM],102[100 µM],58[100 µM],88[100 µM],75[100 µM]
C=C(C)[C@@H]1CC[C@]2(C(=O)NCCN(CCNC(=O)C(Cl)Cl)CCNC(=O)C(Cl)Cl)CC[C@]3(C)[C@H](CC[C@@H]4[C@@]5(C)CC[C@H](OC(C)=O)C(C)(C)[C@@H]5CC[C@]43C)[C@@H]12,59,70,63,73,70,71,93,100,44

# (further entries)
SMILES,OVCAR-4,OVCAR-8,U251,DU-145,OVCAR-3,SF-268,SK-OV-3,OVCAR-5,PC-3
CC(C)=CCO[C@H]1Cc2cc3ccc(=O)oc3cc2OC1(C)C,75,92,89,107,106,97,100,101,89
O=C(N/N=C/c1ccc(Br)cc1)c1cc(-c2nc3ccccc3[nH]2)nc2ccccc12,83,92,91,91,·,91,106,106,83
O=C(CCl)Nc1c[nH]c(=O)[nH]c1=O,89,99,52,107,109,101,96,142,85
OCNc1nc(NCO)nc(-c2ccccn2)n1,106,95,95,104,110,100,102,107,89
N=C(N)Sc1cc(Br)c[n+]([O-])c1,115,98,97,115,107,99,97,118,86
CCOC(=O)c1cnc2sc(-c3ccc(OC)cc3)nc2c1Cl,87,112,103,96,108,103,121,118,104
Nc1ccc2c(S(=O)(=O)O)ccc(S(=O)(=O)O)c2c1,100,92,100,115,117,102,96,·,92
O=c1[nH]c2ccccc2cc1CN1CCN(c2nccc(-c3ccc(Cl)cc3)n2)CC1,103,97,99,107,103,98,102,105,86
O=c1c2nc(-c3ccccc3)oc2nc2nc(-c3ccccc3)[nH]n12,106,97,99,115,108,102,88,92,97
O=c1[nH]cnc2ccc([N+](=O)[O-])cc12,108,104,97,110,·,106,108,101,100
COc1ccc(C(=O)CSc2nccc(Nc3ccc(C(C)=O)cc3)n2)cc1,102,97,102,113,116,111,106,117,91
COc1ccc(-c2nnc(-c3cc(Cl)cc(Cl)c3Cl)o2)cc1,92,97,94,104,110,107,95,89,120

# A draw from above in order of number of heavy atoms, largest number first:
SMILES,OVCAR-4,OVCAR-8,U251,DU-145,OVCAR-3,SF-268,SK-OV-3,OVCAR-5,PC-3
O=c1[nH]c2ccccc2cc1CN1CCN(c2nccc(-c3ccc(Cl)cc3)n2)CC1,103,97,99,107,103,98,102,105,86
CC(C)=CCO[C@H]1Cc2cc3ccc(=O)oc3cc2OC1(C)C,75,92,89,107,106,97,100,101,89
O=c1[nH]cnc2ccc([N+](=O)[O-])cc12,108,104,97,110,·,106,108,101,100

# Going on with the list.
SMILES,OVCAR-4,OVCAR-8,U251,DU-145,OVCAR-3,SF-268,SK-OV-3,OVCAR-5,PC-3
CCc1cc(CC)c(C(=O)O)c(CC)c1,109,110,107,109,112,112,96,86,97
Cc1ccc(C)c2c1CCC2C(C)C (stereo not given),100,100,97,103,104,97,93,98,90
O=CNC(C=O)C(O)C(O)C(O)CO (stereo not given),101,102,103,127,121,118,107,106,105
N#Cc1c(-c2cc(=O)oc3ccc(Cl)cc23)c(C#N)c2c(C#N)c(N)nn2c1N,104,98,97,95,96,93,98,103,94
O=C1CSC(c2ccccc2Cl)N1c1nnc(Cn2nnc3ccccc32)o1 (stereo not given),81,82,78,92,71,84,95,91,69
CC(=O)Nc1ccccc1Cl,85,114,103,112,98,118,108,102,70
COc1ccc([C@H]2C(C(=O)c3ccc(O)cc3)C3(N[C@@H]2c2ccccc2)C(=O)Nc2ccccc23)cc1 (stereo not given in full),68,83,76,89,80,64,91,110,74
COc1cc(-c2nnc(SCC(=O)Nc3ccc(C(C)=O)cc3)o2)cc(OC)c1OC,101,102,104,106,99,101,99,93,95
NC(N)=NC(N)=Nc1ccc(Cc2ccc(N=C(N)N=C(N)N)cc2)cc1,100,94,91,108,113,·,75,104,71
C#CCOc1cc(/C=N/Nc2nc(-c3ccc(OC)cc3)cs2)ccc1O,72,88,84,96,86,94,99,97,82
